Lung fibro prol = antiproliferative effect on LL 47 fibroblasts – human, LL 47 cells, CellTiter-Glo luminescence, primary screen; LL 47 human lung fibroblast viability, ATP luminescence; hits give low values; viability, % at 10 µM; hit rate 1.1% among 85,000;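 active = viability at or below 50% in the single dose screen; inactive = viability above 50%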;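 also: compound exposure lasted 72 h before the ATP readout; 100% = median luminescence of untreated cell-only wells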
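Benchmarks: Cell-only wells, no compound | Test system: LL 47 human lung fibroblasts, passage 12 or lower | Input: 1,150 cells/well | Measured by: CellTiter-Glo luminescence measuring cellular ATP | Medium: IMEM, 15% FBS supplement | Schedule: Overnight attachment after seeding, then 72 h compound exposure at 37 °C | Doses: Compound addition at 0.1% DMSO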
sEH inh = soluble epoxide hydrolase inhibitors, primary screen, biochemical, human sEH. recombinant human sEH enzymatic activity assay. Bifunctional epoxide hydrolase 2 (Homo sapiens), P34913. inhibition, % at 2 µM. hit rate 0.34% among 91,000; in the data active = inhibition above about 80%; also: values of inactives mirror those of a sister screen read the other way; many of its hits are not listed in these tables
Target sequence (P34913 whole entry, looked up): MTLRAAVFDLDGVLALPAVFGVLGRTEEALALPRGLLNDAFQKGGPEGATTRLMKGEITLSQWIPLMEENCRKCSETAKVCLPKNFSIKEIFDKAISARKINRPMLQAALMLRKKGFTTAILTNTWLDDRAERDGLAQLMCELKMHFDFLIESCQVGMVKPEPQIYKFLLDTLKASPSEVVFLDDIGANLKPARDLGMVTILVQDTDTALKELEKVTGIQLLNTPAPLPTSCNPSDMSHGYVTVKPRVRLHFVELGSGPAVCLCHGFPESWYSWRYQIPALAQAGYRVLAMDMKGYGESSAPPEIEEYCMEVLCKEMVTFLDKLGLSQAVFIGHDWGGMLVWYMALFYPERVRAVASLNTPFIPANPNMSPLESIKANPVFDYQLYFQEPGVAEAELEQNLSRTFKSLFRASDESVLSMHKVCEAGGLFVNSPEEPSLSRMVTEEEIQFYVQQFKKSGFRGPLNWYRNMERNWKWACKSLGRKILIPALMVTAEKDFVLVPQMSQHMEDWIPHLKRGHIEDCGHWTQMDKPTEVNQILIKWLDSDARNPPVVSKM
HUVEC prolif 384 = inhibitors of HUVEC proliferation, primary screen, cell-based, 384-well; CellTiter-Glo luminescence, 72 h; hits give low values; viability, % at 10 µM (by protocol); hit rate 1.1% among 86,000; AID 648, 2007;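 active = viability at or below 30%; inactive = viability above 30%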;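 also: 100% = median luminescence of DMSO-only cell control wells on each plate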
LYP act = LYP phosphatase activators, primary screen, biochemical, DiFMUP fluorescence, 2 µM. AID 697, 2007. recombinant LYP; 0 = plate median, 100 = signal doubled. Tyrosine-protein phosphatase non-receptor type 22 (Homo sapiens), Q9Y2R2. hit rate 0.11% among 96,000. activation, % at 2 µM;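 active = activation at 2 µM above a set limit, the mean plus 5 SD, cut at about 37% in these data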
S1P2 antag = human S1P2 receptor antagonists, primary screen, cell-based; Sphingosine 1-phosphate receptor 2 (Homo sapiens), O95136; cell-based S1P2 antagonist assay, inhibition at 5 uM; inhibition, % at 5 µM; hit rate 0.21% among 97,000; AID 736, 2007; in the data active = inhibition above about 45%;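 also: CRE beta-lactamase reporter cells expressing human S1P2 stimulated with S1P; 0% = agonist at EC80 alone and 100% = agonist plus reference antagonist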
Target sequence (O95136 whole entry, looked up): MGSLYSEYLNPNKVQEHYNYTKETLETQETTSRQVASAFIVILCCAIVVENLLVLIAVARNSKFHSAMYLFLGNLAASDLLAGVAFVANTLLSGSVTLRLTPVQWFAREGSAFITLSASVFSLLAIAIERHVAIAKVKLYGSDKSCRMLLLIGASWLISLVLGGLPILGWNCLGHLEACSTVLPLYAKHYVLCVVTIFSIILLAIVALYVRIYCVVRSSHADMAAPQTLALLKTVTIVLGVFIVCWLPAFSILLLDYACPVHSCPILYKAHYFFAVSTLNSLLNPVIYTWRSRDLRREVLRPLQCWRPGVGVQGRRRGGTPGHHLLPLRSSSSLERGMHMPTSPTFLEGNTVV
H69AR inhibit = proliferation blockers of H69AR lung cancer cells, primary screen, cell-based, human, 86K library. H69AR lung tumor viability, ATP luminescence, 72 h; hits give low values. viability, % at 10 µM. hit rate 6% among 85,000. AID 598, 2007;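 active = viability at or below 40%; inactive = viability above 40%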;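 also: multidrug resistant small cell line overexpressing MRP-1 efflux transporter; 100% = mean luminescence of untreated control wells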
sEH activator = soluble epoxide hydrolase activators, primary screen, biochemical, human sEH; Bifunctional epoxide hydrolase 2 (Homo sapiens), P34913; purified human sEH enzymatic activity, activator screen; activation, % at 2 µM; hit rate 0.04% among 91,000; AID 717, 2007; in the data active = activation above about 37%; also: values of inactives mirror those of a sister screen read the other way
PostGolgi ctrl = growth inhibition of yeast control strain, primary screen, counter-screen for post-Golgi transport modulator project. efflux-deficient yeast background strain, growth absorbance A615, 16 h. inhibition, % at 10 µM. hit rate 5% among 98,000. AID 738, 2007; in the data active = inhibition above about 30%
S1P2 ag = S1P2 receptor agonists, primary screen, cell-based. Sphingosine 1-phosphate receptor 2 (Homo sapiens), O95136. hit rate 0.46% among 97,000. S1P2-expressing cell line, agonist reporter read-out. activation, % at 4.5 µM; in the data active = activation above about 16%;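 also: 0% = vehicle low control and 100% = maximal reference agonist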
An asterisk follows results filed as active; · = not tested or not shown. The list is partial; the hit share may differ from the screen's.

SMILES	Lung fibro prol	sEH inh	HUVEC prolif 384	LYP act	S1P2 antag	H69AR inhibit	sEH activator	PostGolgi ctrl	S1P2 ag
CCOc1cc(/C=C2/N=C(c3ccc(C(C)(C)C)cc3)OC2=O)cc(Cl)c1OS(C)(=O)=O	·	2	·	-6	-2	·	-1	1	4
CCN(CC)C(=O)c1sc2nc(-c3ccncc3)[nH]c(=O)c2c1C	106	·	99	0	22	81	·	7	-4
C=CCn1c(SC/C=C/c2ccccc2)nnc1-c1sc(N)nc1C	103	-5	101	-1	2	88	9	18	-6
OC(CNC1CCCC1)COc1c(F)cc(Br)cc1F (configuration not stated)	89	-4	91	-1	-2	90	4	-1	-7
CCOc1ccc(OCC)c(NC(=O)CC2Oc3ccc(C)cc3NC2=O)c1 (configuration not stated)	98	·	95	21	-2	43	·	-4	-6
CCCC(=O)N1CCN(c2ccc(NC(=O)C(C)(C)C)cc2)CC1	98	12	95	18	-4	85	-10	6	-9
c1coc(C2Nc3ccccc3-c3nc4ccccc4n32)c1 (configuration not stated)	87	·	89	·	·	44	·	24	·
COc1ccc(NC(=O)CSc2ccc3c(c2)OCCO3)cc1OC	98	-9	98	1	-11	98	10	6	-3
COc1cccc(-c2cc(C(=O)Nc3c(C)nn(Cc4ccccc4C)c3C)no2)c1	·	-6	88	-11	8	102	8	15	-3
COC(=O)c1c(-c2ccccc2)csc1NC(=O)CSc1ncnc2sc(C)c(C)c12	·	-7	·	-3	-6	·	6	9	-3
CCC(C)OC(=O)C1=C(C)NC2=C(C(=O)C(C(=O)OC)C(C)C2)C1c1ccc(N(C)C)cc1 (configuration not stated)	95	-5	94	-5	-1	91	6	-1	-5
O=C(COc1ccccc1)N(CCc1ccccc1)c1nc(-c2ccc(F)cc2)cs1	·	0	·	4	31	·	1	15	-6
CCOC(=O)c1c(NC(=O)C2C3CCC(O3)C2C(=O)O)sc(C)c1-c1ccc(C)cc1 (configuration not stated)	·	-9	·	3	4	·	9	30	-9
Cn1c(=O)n(Cc2ccccc2)c(=O)c2c1nc1n2CCCN1CCc1ccccc1	94	-1	77	6	-13	41	2	27	-1
Cc1ccc(-n2c(C)cc(/C=N/NC(=O)c3ccncc3)c2C)c(C)c1	·	17	·	-3	4	·	-18	-8	-1
Cn1c(=O)c2c(ncn2Cc2ccccc2)n(C)c1=O	96	5	92	-5	-6	90	-7	·	-4
N#Cc1c(/N=C/N2CCOCC2)sc2c1CCCCC2	95	·	97	-7	11	80	·	9	-3
C/C(=N\NC(=O)C1CC1c1ccccc1)c1ccc(C)s1 (configuration not stated)	·	-2	·	11	-4	·	3	16	-7
CC(CCc1ccccc1)NC(=O)c1cccnc1 (configuration not stated)	104	18	101	-3	-5	99	-18	17	-9
Cc1nnsc1NC(=O)OCc1ccc(Cl)cc1Cl	·	-16	·	-8	-1	·	14	16	-4
Cn1cc(CC(=O)NCCCN2CCCC2)c2ccccc21	103	0	101	4	-6	95	-1	8	-6
Cc1ccc(C)c2[nH]c(=O)c(CCNC(=O)c3ccc(S(=O)(=O)N(C)C)cc3)cc12	103	5	99	-10	13	68	-6	1	-5
CCC1(C)Nc2ccccc2C(=O)N1O (configuration not stated)	105	-4	93	3	18	92	6	-5	-7
Cc1noc(C)c1COc1ccc(C(=O)OCC(=O)Nc2ccc3c(c2)OCO3)cc1	104	4	99	2	-4	107	-5	-3	-5
COc1cccc(OCCN2CCN(c3ncnc4c3cnn4-c3ccccc3)CC2)c1	87	·	76	8	-5	68	·	9	-10
COc1ccc(OC)c(C2=Nn3c(nnc3-c3cc(OC)c(OC)c(OC)c3)SC2)c1	79	-6	68	-2	-25	58	5	24	40*
CCOC(=O)N1CCC(NS(=O)(=O)c2ccc3c(c2)oc(=O)n3C)CC1	86	·	85	1	5	92	·	0	-4
CC(=O)Nc1ccc2[nH]c(C)cc(=O)c2c1	98	5	92	1	11	92	-5	7	-2
COc1ccc(CCN(Cc2cc3cc(C)cc(C)c3nc2Cl)C(=O)C2CC2)cc1	·	11	·	-7	-8	·	-10	23	-7
CCc1sc(N(C(=O)Cc2ccccc2)c2cccc(F)c2)nc1-c1ccc(C)cc1	·	-9	·	-2	19	·	8	6	-3
CCCCN(CCCC)Cc1cc2ccccc2c2c1COC2	97	-1	105	-3	-7	90	1	-3	-6
COC(=O)c1cccc(CSc2nnc(-c3ccco3)n2-c2ccccc2)c1	100	·	102	·	·	79	·	25	·
COC(=O)C1CCN(C(=O)Nc2ccc(OC)cc2)CC1	101	9	100	9	6	103	-9	-3	-8
Cc1ccc(S(=O)(=O)N2CCCN(S(=O)(=O)C3CCS(=O)(=O)C3)CC2)cc1 (configuration not stated)	98	5	101	9	8	96	-5	16	-8
N#Cc1c(N)n(C2CCCCC2)c2nc3ccccc3nc12	69	-7	69	-1	-45	35*	5	14	22*
Cc1ccnc(N2CCN(C(=O)CSc3nc4ccccc4nc3N3CCCCC3)CC2)c1	104	·	83	·	·	55	·	43*	·
C=CCn1c(Cc2cccs2)nnc1SCC(=O)c1ccc(F)cc1	98	0	97	-6	6	74	0	12	-9
C=CCSc1nnnn1-c1ccc(OC)cc1	96	-3	94	-15	-5	89	1	-1	-3
O=C(NCCN1CCOCC1)Nc1ccc(Cl)cc1	97	9	94	6	-5	96	-11	4	-3
Cc1ccc2[nH]c(=O)c(CN(CCCO)S(=O)(=O)c3cccc4nsnc34)cc2c1	91	-3	94	9	-2	78	4	7	-1
CCCCn1nnc(NC(=O)CCC)n1	102	-19	88	-6	-2	95	19	12	-4
O=C(COc1ccc(S(=O)(=O)N2CCCC2)cc1Cl)NCc1ccco1	95	12	88	5	1	98	-9	4	-7
N#CC1=C(N)Oc2c(ccc3ccccc23)C1c1ccsc1 (configuration not stated)	·	7	·	-4	-28	·	-1	49*	-2
COc1ccc(NC(=O)CN(Cc2ccccc2)S(C)(=O)=O)cc1	100	3	92	-6	-10	100	-5	-2	-3
COc1ccc(F)cc1S(=O)(=O)NC1CCCCCC1	97	-5	98	-20	-4	98	7	5	-8
COc1ccccc1N1CCN(C(=O)c2ccc(N3CCCC3=O)cc2)CC1	108	2	105	1	23	83	-2	0	-4
Cn1c(CO)cnc1SCc1ccc(Cl)cc1	·	-10	·	6	4	·	8	9	1
CCn1c(-c2cccc(Br)c2)n[nH]c1=S	104	18	78	-4	2	96	-14	4	-6
CCOC(=O)N1CCC(NS(=O)(=O)c2cc3c(cc2C)NC(=O)CO3)CC1	98	2	95	2	12	92	-1	4	-2
N#Cc1c(N2CCCCC2)nc(N)c2c(N)nc3c(c12)CC(c1ccccc1)O3 (configuration not stated)	95	6	90	-7	-10	48	-8	53*	-5
COc1ccc(C(=O)Cc2cc(OC)c(OC)cc2[N+](=O)[O-])c(OC)c1	·	-8	·	1	-18	·	11	0	-8
Nc1nnnn1/N=C/c1cccs1	99	-10	97	-2	-12	93	10	16	-4
O=C(CCCC(=O)OCC(F)(F)C(F)F)Nc1ccc(NC(=O)CCCC(=O)OCC(F)(F)C(F)F)cc1	87	4	92	0	-13	91	-5	7	0
CCOC(=O)c1sc(-c2ccccc2)cc1NC(=O)CSc1nnnn1C	91	20	71	-1	-32	68	-20	74*	0
O=C(CSc1nc2c([nH]c3ccccc32)c(=O)n1-c1ccccc1)N1CCOCC1	96	·	99	·	·	68	·	8	·
CSc1cccc(NC(=O)c2nnn(Cc3ccccc3)c2N)c1	91	15	90	2	-4	87	-16	19	-10
O=P(CO)(Cc1ccccc1)Cc1ccccc1	106	·	95	·	·	97	·	10	·
CCN(CCO)C(=O)CC(c1ccccc1)c1cc(Br)ccc1O (configuration not stated)	101	-2	99	-4	0	105	2	5	-11
COc1ccc(C2=NOC(C(=O)NCc3ccco3)C2)cc1 (configuration not stated)	81	-3	57	2	-14	25*	2	0	-2
O=C(Cn1cnc2c(nnn2-c2ccccc2)c1=O)NCc1ccco1	·	-4	·	0	20	·	4	0	-5

3 entries from above, arranged by their value in sEH activator, highest first:
molecule | sEH activator
Nc1nnnn1/N=C/c1cccs1 | 10
COc1ccc(F)cc1S(=O)(=O)NC1CCCCCC1 | 7
CCN(CCO)C(=O)CC(c1ccccc1)c1cc(Br)ccc1O (configuration not stated) | 2

The main list resumes with the 4 entries that preceded the break.
SMILES	Lung fibro prol	sEH inh	HUVEC prolif 384	LYP act	S1P2 antag	H69AR inhibit	sEH activator	PostGolgi ctrl	S1P2 ag
O=P(CO)(Cc1ccccc1)Cc1ccccc1	106	·	95	·	·	97	·	10	·
CCN(CCO)C(=O)CC(c1ccccc1)c1cc(Br)ccc1O (configuration not stated)	101	-2	99	-4	0	105	2	5	-11
COc1ccc(C2=NOC(C(=O)NCc3ccco3)C2)cc1 (configuration not stated)	81	-3	57	2	-14	25*	2	0	-2
O=C(Cn1cnc2c(nnn2-c2ccccc2)c1=O)NCc1ccco1	·	-4	·	0	20	·	4	0	-5
CC(C)NS(=O)(=O)c1ccc(OCC(=O)Nc2cccc3ccccc23)cc1	99	-16	90	2	-18	90	12	23	-2
COCCn1c(CN(Cc2ccccc2)Cc2ccccc2)nc2c1c(=O)n(C)c(=O)n2C	88	-6	95	-5	-2	107	8	15	-4
CC(O)CNc1nc2ccccc2n1-c1ncnc2sc3c(c12)CCC3 (configuration not stated)	81	-18	53	-2	-21	38*	16	12	1
CCOc1ccc(S(=O)(=O)N(CC(=O)Nc2cc(C)on2)Cc2ccccc2Cl)cc1	90	-9	90	-5	-44	82	9	29	-5
CC1=C(C#N)C(NC(=O)c2ccco2)(C(F)(F)F)C(=O)N1 (configuration not stated)	98	-9	97	14	-18	97	9	1	2
O=C(CN1CCC2(CC1)OCCO2)c1c[nH]c2ccccc12	96	·	50	1	4	96	·	-2	-8
CCOC(=O)c1ccccc1NC(=O)CN(c1ccccc1OC)S(C)(=O)=O	103	2	98	0	1	74	-2	-8	1
CC1=CC(C)(C)N(C(=O)C(C)N2C(=O)c3ccccc3C2=O)c2c(C)cc(C)cc21 (configuration not stated)	89	4	101	3	-16	83	-2	14	-6
NC(=NC(=O)c1ccccc1)C1=C(O)CCC1=O	100	-6	91	8	-3	88	7	-1	-6
O=C(Nc1sc2c(c1C(=O)NC1CC1)CCCCCC2)c1ccco1	99	-8	93	11	-17	30*	5	57*	-2
COC(=O)CNC(=O)COC(=O)c1cc(F)c(F)cc1Cl	·	0	·	-12	-18	·	3	6	-3
CCOC(=O)CSc1nnc(-c2cccc(Br)c2)o1	101	10	100	-5	14	97	-10	32*	-3
CC(C)NC(=O)c1cnc(Sc2ncc(C(F)(F)F)cc2Cl)n1C	97	-1	95	-14	-4	95	0	9	-6
O=C(Cn1cccc1C(=O)c1ccccc1)NCc1ccccc1	96	3	95	4	1	93	-4	13	-4
CCC(=O)Nc1ccc2nc(C)n(CC(=O)Nc3ccccc3)c(=O)c2c1	91	4	91	-10	16	94	-3	-8	-5
O=C(CN1C(=O)c2ccccc2S1(=O)=O)NC1CCCC1	91	7	92	-5	6	87	-7	-1	2
O=C(Cc1cccs1)NCc1ccccc1	101	·	99	·	·	122	·	3	·
C=CCNc1nnc(SCC(=O)N2CCCCC2)c2ccccc12	93	·	89	·	·	94	·	-3	·

Bioassay records (PubChem)
